NCI-60 one-dose screen, 48 h, at 10 µM unless noted. Numbers give growth in % (100 = growth as untreated, 0 = no growth, -100 = all killed).
DU-145 = DU-145 prostate cancer; 81,000 compounds, 4.2% hits; AID 1794760
786-0 = 786-0 renal cancer cells; 81,000 compounds, 5.1% hits; AID 1794775
SF-268 = SF-268 CNS cancer cells. 82,000 compounds, 3.1% hits. AID 1794759
U251 = U251 CNS tumor cells; AID 1794753; 80,000 compounds, 5.4% hits
PC-3 = PC-3 prostate cancer cells; 80,000 compounds, 3.9% hits
SN12C = SN12C renal cancer cells; AID 1794767; 81,000 compounds, 3.8% hits
UO-31 = UO-31 renal cancer; 81,000 compounds, 5.2% hits; AID 1794768
SF-539 = SF-539 CNS cancer | 81,000 compounds, 6.8% hits
SF-295 = SF-295 CNS cancer cells. 79,000 compounds, 5.6% hits
Numbers without * were called inactive; / = no result given; & = joins results of further samples; [ ] = remark or other dose. How the source made its calls: active means growth percent below 10; inactive means the rest. Rows were taken by chance; 9.4% or so of the library scored in one or more.

The opening 4 compounds (preview)
SMILES	DU-145	786-0	SF-268	U251	PC-3	SN12C	UO-31	SF-539	SF-295
Cc1ccc2c(c1)C(=O)C(c1c(-c3[nH]c(=O)c4ccc(C)cc4c3O)c(O)c3ccccc3c1O)=NC2=O	-59*	13	9.4*	-16*	2.5*	-4.9*	-11*	61	50
Oc1ccccc1/C=N\Nc1ccccc1	59	43	62	76	36	45	15	3.4*	20
COc1ccc(/C=N/n2cnc3oc(-c4ccccc4)cc3c2=N)cc1	91	77	93	69	88	59	81	84	77
O=C(/C(Cl)=N/O)c1ccc(O)c(O)c1	107	98	101	91	103	104	96	101	101

Main list, previewed entries included:
SMILES	DU-145	786-0	SF-268	U251	PC-3	SN12C	UO-31	SF-539	SF-295
Cc1ccc2c(c1)C(=O)C(c1c(-c3[nH]c(=O)c4ccc(C)cc4c3O)c(O)c3ccccc3c1O)=NC2=O	-59*	13	9.4*	-16*	2.5*	-4.9*	-11*	61	50
Oc1ccccc1/C=N\Nc1ccccc1	59	43	62	76	36	45	15	3.4*	20
COc1ccc(/C=N/n2cnc3oc(-c4ccccc4)cc3c2=N)cc1	91	77	93	69	88	59	81	84	77
O=C(/C(Cl)=N/O)c1ccc(O)c(O)c1	107	98	101	91	103	104	96	101	101
O=C(Cn1cc(COc2ncnc3c2cnn3-c2ccccc2)nn1)Nc1ccccc1F	110	96	95	97	95	96	95	97	97
C=C(C)[C@@H]1CC[C@]2(COC(=O)CCC(=O)NN)CC[C@]3(C)[C@H](CC[C@@H]4[C@@]5(C)CC[C@H](OC(C)=O)C(C)(C)[C@@H]5CC[C@]43C)[C@@H]12	115	109	104	108	85	103	94	92	100
COc1cc(C2CC(=O)Nc3c2c(C)nn3-c2nc3ccccc3n2C)cc(OC)c1O (stereo unspecified)	103	105	107	116	101	101	85	101	92
COc1cc(-c2noc(C(Cc3ccccc3)NC(=O)OCc3ccccc3)n2)cc(OC)c1OC (stereo unspecified)	97	85	86	95	63	82	55	92	90
CC(=O)CCN1CCOCC1	107	106	108	/	107	101	101	105	98
Nc1c(Br)cc(Br)c(C(=O)O)c1Br	117	118	111	101	93	112	95	94	106
C=C(C)[C@@H]1CC[C@]2(CO)CC[C@]3(C)[C@H](CC[C@@H]4[C@@]5(C)CCCNC(C)(C)[C@@H]5CC[C@]43C)[C@@H]12	50	30	61	7.5*	26	46	54	34	40
CCCCn1c(=O)c(/C=C/c2cc(/C=C/c3cc4ccc(Cl)cc4n(CCCC)c3=O)n(-c3ccccc3)n2)cc2ccc(Cl)cc21	111	106	101	99	92	98	78	112	108
CN(C)CCOc1ccc(NC(=O)c2cncc(C#Cc3cnc4cccnn34)c2)cc1C(F)(F)F	110	111	112	98	107	104	141	94	109
CCOC(=O)C1CCCN1C(=O)C1(NC(C)=O)CCCC1 (stereo unspecified)	103	102	/	104	96	118	88	96	104
N#CC(C(=O)Nc1cccc(C(F)(F)F)c1)C(=S)Nc1ccccc1Cl (stereo unspecified)	103	99	97	98	99	104	88	95	106
COc1c(F)ccc(C(=O)Nc2ccc3nc(NC(=O)C4CCCN(S(=O)(=O)c5ccc(Cl)cc5)C4)sc3c2)c1F (stereo unspecified)	93	55	77	70	56	82	63	67	64
Nc1c2c(nc3ccc(Cl)cc13)CC(c1ccc(F)cc1)CC2=O (stereo unspecified)	102	97	101	105	106	98	98	104	103
COCC(=O)CCN1CCCCC1	131	101	113	103	/	103	86	99	111
Cc1nn(-c2cc(=O)[nH]c3cccc(C)c23)c(N)c1C#N	112	105	92	98	90	98	64	98	105
CC1(C)CC(=O)C2=C(C1)N(c1ccc(F)cc1F)C(N)=C(C#N)C2c1ccc(Cl)c([N+](=O)[O-])c1 (stereo unspecified)	108	104	97	99	100	98	80	98	98
COc1ccc2oc3c(C)c4c(c(C)c3c2c1)C(=O)N(Cc1ccccc1)C4=O	97	114	88	83	85	90	81	90	101
O=C(OCC(O)C(O)C(O)COC(=O)c1ccccc1)c1ccccc1 (stereo unspecified)	112	116	93	99	98	94	96	113	98
O=C1C(c2ccccc2)=C(c2c[nH]c3ccccc23)C(=O)N1O	104	91	95	97	90	105	66	104	102
CCC(=O)c1ccco1	104	95	100	97	94	100	78	98	104
O=c1c2ccccc2[nH]c2cc3c(=O)n4ccccc4nc3cc12	109	95	101	115	101	97	/	95	97

The listing continues.
SMILES	DU-145	786-0	SF-268	U251	PC-3	SN12C	UO-31	SF-539	SF-295
CN(C)CCCC1(c2ccc(F)cc2)OCc2cc(-c3ccc4cc[nH]c4c3)ccc21 (stereo unspecified)	36	78	54	17	43	59	30	68	75
Cc1cc(N=NC(N)=O)c2ccccc2c1O	128	105	110	105	80	103	65	120	120
O=C1Nc2c(c(=O)n(-c3ccccc3)c3ccccc23)C(c2ccc(Cl)cc2)N1 (stereo unspecified)	87	61	71	86	105	76	81	77	65
COC(=O)C1(C)COP(=O)(NC23CC4CC(CC(C4)C2)C3)OC1 (stereo unspecified)	95	102	104	99	95	113	87	110	104
CC(C)(C)C(=O)CC(=O)c1cccnc1	108	101	102	/	104	101	99	107	93
Nc1ncnc2[nH]ncc12	2.5*	/	30	43	7.6*	14	/	36	21
O=C(NCCNC(=O)c1ccc(Cl)cc1Cl)c1ccc(Cl)cc1Cl	114	107	99	/	84	87	91	97	83
Cc1sc(=S)n(CC(=O)O)c1C	109	100	106	103	98	106	92	96	93
Nc1ccc(F)cc1	122	/	100	98	89	102	/	102	120
CCN(CC)CCCNc1nc2ccccc2s1	117	103	105	111	96	99	90	106	123
CC/C(=C(/c1ccc(Cl)cc1)c1ccc(OCCCN(C)C)cc1)c1ccccc1	111	96	97	88	91	98	87	101	108
COc1cc(C)cc(C(O)Cc2cccc(-c3ccc(N(C)C)cc3C)n2)c1 (stereo unspecified)	103	100	97	93	72	81	56	102	81
CC(C)(CCl)c1ccc(C(C)(C)CCl)cc1	109	98	108	95	97	102	96	91	101
COC(=O)C(Cc1ccccc1)NS(=O)(=O)/N=C1\NC(=O)NC1=C(Cl)Cl (stereo unspecified)	105	77	83	106	90	97	81	54	99
COC(=O)C1CCCC2(C1)OCCO2 (stereo unspecified)	100	102	103	107	105	105	97	101	98
COc1ccc(-n2nc(C(=O)Nc3ccc(C(F)(F)F)cc3)nc2-c2cc(OC)c(OC)c(OC)c2)cc1	106	/	97	88	70	91	59	93	80
O=CNc1ccc2ccccc2c1	110	93	103	101	90	100	80	95	96
Cc1ccc(-c2nc3c(N=Nc4ccc(S(N)(=O)=O)cc4)c(N)nn3c(N)c2C#N)cc1	35	65	35	32	32	33	69	31	49
C#Cc1cccc(NC(=O)c2cccc(N=C=S)c2)c1	109[8.25 µM]	95[8.25 µM]	95[8.25 µM]	97[8.25 µM]	101[8.25 µM]	96[8.25 µM]	79[8.25 µM]	98[8.25 µM]	104[8.25 µM]
c1ccc(CCc2cccnc2)cc1	/	107	105	102	110	97	92	98	112
Cc1ccc(-c2nc(SCC(=O)c3ccccc3)c(S(=O)(=O)c3ccccc3)[nH]2)cc1	110	91	92	91	74	92	87	111	90
COc1ccc(OC)c(C(=O)CCCCC(=O)c2cc(OC)ccc2OC)c1	104&88	91&90	94&81	82&76	61&76	88&92	73&66	87&94	87&97
COc1ccccc1NC(=O)Nc1ccc(C(C)C)cc1	109	96	106	100	83	103	80	91	/
COc1ccc2c(c1)OC13Oc4cc(OC)ccc4C=C1CCCCC3=C2	104	87	91	90	70	94	85	98	97
CN(C)S(=O)(=O)n1cnc([C@H]2c3c(ncn3Cc3ccccc3)C[C@H]3COC(=O)[C@H]32)c1	117	97	103	100	/	115	87	91	107

An excerpt from above in order of SMILES length, smallest number first.
SMILES	DU-145	786-0	SF-268	U251	PC-3	SN12C	UO-31	SF-539	SF-295
CC(C)(CCl)c1ccc(C(C)(C)CCl)cc1	109	98	108	95	97	102	96	91	101
COc1ccc(/C=N/n2cnc3oc(-c4ccccc4)cc3c2=N)cc1	91	77	93	69	88	59	81	84	77
C=C(C)[C@@H]1CC[C@]2(COC(=O)CCC(=O)NN)CC[C@]3(C)[C@H](CC[C@@H]4[C@@]5(C)CC[C@H](OC(C)=O)C(C)(C)[C@@H]5CC[C@]43C)[C@@H]12	115	109	104	108	85	103	94	92	100

Other structures follow:
SMILES	DU-145	786-0	SF-268	U251	PC-3	SN12C	UO-31	SF-539	SF-295
Nc1c(Cl)cc(Cl)cc1[N+](=O)[O-]	110	96	114	105	95	101	90	95	100
CNCCNc1nc2ccccc2c2c(=O)c3cc(F)ccc3oc12	49	53	58	50	47	47	38	59	75
N=C(N)SCc1cccc2c(CSC(=N)N)cccc12	107	99	97	89	97	94	85	100	113
CCCCN(CCNc1ccc(C)c2sc3ccccc3c(=O)c12)CC(C)O (stereo unspecified)	95	79	87	83	80	/	63	89	98
[N-]=[N+]=NC(c1ccccc1)c1ccc(-c2ccccc2)cc1 (stereo unspecified)	105	85	94	95	96	100	95	106	104
CC/C(=C\c1ccc(N(C)C)cc1)c1ccncc1	85	55	72	29	65	53	58	59	49
CC(C)(C)C(=O)Nc1ccc2c(c1)C(=O)c1ccccc1C2=O	106	105	105	85	80	92	71	84	81
CCCCNC(=S)NS(=O)(=O)c1ccc(CCN2C(=O)/C(=C/c3ccc(OC)c(OC)c3)N=C2C)cc1	104	103	106	93	89	99	84	107	98
COc1cc2nc(-c3ccc(C(F)(F)F)cc3)cc(OCCN3CCC(O)CC3)c2cc1OC	59	79	70	69	72	57	52	77	80
O=C1/C(=C/c2ccc([N+](=O)[O-])cc2)SC(=NC2CCCCC2)N1Nc1ccccc1	71	75	72	52	51	35	44	74	81
N#C/C(=C\c1cccc2cnccc12)N1N=NC2C=CC=CC21 (stereo unspecified)	8.3*	53	57	71	48	31	27	46	98
CCc1ccc(Cn2c(=O)nc(NCCN=C(N)N)n(Cc3ccc(OC)cc3)c2=O)cc1	110	106	68	85	80	83	74	97	/
NS(=O)(=O)c1ccc(-c2cc(-c3nnc(SCC(=O)Nc4ccc(Cl)cc4)n3-c3ccccc3)c3ccccc3n2)cc1	95	81	65	76	47	80	64	78	96
N[C@@H](CO)[C@@H](O)c1ccc([N+](=O)[O-])cc1	115	104	105	110	109	99	74	110	129
CC(C)c1ccccc1NC(=O)N1CCC(C(C)C)CC1	112	103	115	98	98	106	86	111	/
CCCCCCCCCC#N	105	102	101	93	94	104	84	100	91
Cc1c(Cl)cccc1NC(=O)c1sc2nc3c(cc2c1N)COCC3	33	26	47	23	30	44	49	11	13
CC(C)CCN1C(=O)CC(NNC(=O)c2cc3ccccc3cc2O)C1=O (stereo unspecified)	95	92	53	76	90	90	40	70	92
COc1cc(-c2cc(-c3ccccc3)[nH]c(=O)c2C#N)cc(OC)c1OC	122	93	116	90	107	109	72	95	91
COc1ccc(-c2nc(-c3nc4ccc(F)cc4[nH]3)cc3c2[nH]c2ccccc23)cc1	26	63	41	29	28	23	7.0*	69	55
COc1cccc(-c2nn(C(C)(C)C)cc2-c2ccnc(NCCCNS(=O)(=O)c3ccc(Br)cc3)c2)c1	94&104	86&100	87&98	73&108	53&92	86&101	59&91	95&103	96&103
COc1ccccc1Nc1nnc(-c2csc(N)n2)s1	107	106	103	100	91	110	89	99	110
COc1ccc(C2=NOC(CC(=O)N3CCCCC3)C2)cc1OC1CCCC1 (stereo unspecified)	100	96	95	102	100	96	78	98	95
COc1ccc(OC(=O)OCc2ccccc2)cc1	119	120	95	100	92	110	84	99	111
O=C(CN1CCCCCC1)Nc1nc2ccc(NCc3ccc([N+](=O)[O-])cc3)cc2s1	107	107	102	97	74	101	86	110	92

Compounds shown so far with bromine (2):
SMILES	DU-145	786-0	SF-268	U251	PC-3	SN12C	UO-31	SF-539	SF-295
Nc1c(Br)cc(Br)c(C(=O)O)c1Br	117	118	111	101	93	112	95	94	106
COc1cccc(-c2nn(C(C)(C)C)cc2-c2ccnc(NCCCNS(=O)(=O)c3ccc(Br)cc3)c2)c1	94&104	86&100	87&98	73&108	53&92	86&101	59&91	95&103	96&103

Next part.
SMILES	DU-145	786-0	SF-268	U251	PC-3	SN12C	UO-31	SF-539	SF-295
C1CCCCCc2c(-c3noc4c3CCCCCCCCCC4)noc2CCCC1	100	102	106	89	96	95	71	91	103
Brc1cc2c(c3ccccc13)N1O[C@@H](C2)C[C@H]1c1ccccc1	112	101	104	100	/	89	65	106	107
CCOC(=O)c1cc(C(=O)c2ccc(Br)cc2)n2ccc(/C=C/c3ccn4c(C(=O)c5ccc(OC)cc5)cc(C(=O)OCC)c4c3)cc12	100	/	92	94	97	93	86	94	101
Clc1ccccc1C1Nc2ccccc2-n2cccc21 (stereo unspecified)	121	97	116	97	84	100	61	91	69
COc1ccc(/C=C/C(=O)c2ccc(NC(=O)c3ccccc3OC(C)=O)cc2)cc1	113	102	103	111	112	117	94	103	104
O/N=C1/CCCC2CCCCC12 (stereo unspecified)	119	97	109	110	100	95	86	111	91
COc1ccc2c(c1)CCc1c-2nc(N)nc1-c1nc(N)nc2c1CCc1cc(OC)ccc1-2	106	104	101	100	102	96	/	89	98
COc1cc(-c2ccc[nH]2)[nH]c1/C=C1\N=C(C)C(C(=O)CCCC(=O)Nc2ccc(-c3c4nc(c(-c5ccccc5)c5ccc([nH]5)c(-c5ccccc5)c5nc(c(-c6ccccc6)c6ccc3[nH]6)C=C5)C=C4)cc2)=C1C	113	105	107	/	94	99	90	103	95
O=C(O)Cc1cccc([N+](=O)[O-])c1	113	/	114	106	99	100	84	105	124
COc1cccc(-c2nc3sccn3c2-c2ccnc(NCCNS(=O)(=O)c3ccc(Cl)cc3)c2)c1	73	84	58	70	45	82	50	87	66
COc1ccc([N+](=O)[O-])cc1NS(=O)(=O)c1ccc(Cl)c([N+](=O)[O-])c1	97	104	100	/	96	91	95	110	109
O=C1C=CC(=Nc2cccc3c2C(=O)c2ccccc2-3)O1	115	99	104	92	96	96	86	87	137
O=c1[nH]nc(-c2cn(-c3ccccc3)nc2-c2ccc(OCc3ccccc3)cc2)[nH]1	85	82	91	/	68	80	73	83	98
